# Compound activity from PubChem.
# AID2073 – disruptors of CaV2.2 binding to Mint1 – biochemical, HTRF (AID 2073); one-dose inhibition, % at 20 µM; IC50 in µM for titrated hits; 0.19% of 290,000 active; HTRF protein-protein interaction, Mint1-CaV2.2; higher % means a stronger effect; in the data active = inhibition mostly above about 51%, no sharp cut-off; also: some results filed as inactive read as strong as hits
# LYP phosphatase – inhibitors of LYP phosphatase, biochemical, fluorescence intensity, uHTS (AID 1779); recombinant LYP phosphatase, fluorescence intensity; higher % means a stronger effect; inhibition, % at 11.5 µM; hits with a dose series show IC50 in µM; 0.054% of 290,000 active;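 also: plate controls were vehicle with enzyme for no effect and no enzyme for full effect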
# XIAP displacement – XIAP antagonists, biochemical, IAP family, fluorescence polarization (AID 1018) | XIAP BIR domain, fluorescence polarization peptide displacement; higher % means a stronger effect | one-dose displacement, % at 20 µM; IC50 in µM for titrated hits | 0.007% of 200,000 active; in the data active = displacement above about 50%; also: a part of the inactive calls stands beside numbers as strong as those of hits
# PMI inhibitors – inhibitors of human PMI, primary screen, biochemical, fluorescence intensity, coupled assay (AID 1209) | inhibition, % at 20 µM, or IC50 in µM where a hit was titrated | 0.42% of 190,000 active | purified PMI enzyme, coupled fluorescence intensity; higher % means a stronger effect;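 also: plate controls were DMSO vehicle for no effect and wells lacking substrate for full effect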
# Dynein transport – blocks dynein driven cargo transport along microtubules | 3617.4 mouse cells, GR-EGFP nuclear translocation imaging; test concentration mostly 20 µM; stimulated with dexamethasone, 1 µM; active compounds read low | z-score, hits read low | 0.47% of 220,000 active | AID 1381;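 active = plate z-score of nuclear minus cytoplasmic receptor signal below a set negative limit, without overly bright fluorescence or cell loss, cut at about -3.5 in these data, passing the limit was not always enough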;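 also: z-score of nuclear minus cytoplasmic ring GR-EGFP intensity difference per well; some compounds called inactive have numbers as strong as hits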
#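 Also added: dexamethasone, 1.0 µM final. Medium: tet-free, stripped-serum medium. Detection: fixed, Hoechst-stained cells imaged at 10x for EGFP. Read-out: nuclear-to-cytoplasmic GR-EGFP distribution per well. Times: induction 48 h, compound 1 h, agonist 30 min.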
# human PMI inhibitors – MPI inhibition at elevated mannose 6-phosphate – biochemical, fluorescence intensity, high mannose 6-phosphate, primary screen (AID 1220) | 0.66% of 190,000 active | recombinant PMI enzyme, coupled fluorescence intensity; higher % means a stronger effect | inhibition, % at 20 µM, or IC50 in µM where a hit was titrated
# P. falciparum M17LAP – P. falciparum M17LAP inhibitors, primary screen, biochemical, fluorogenic H-Leu-NHMec substrate, 1536-well (AID 1619). one-dose inhibition, % at 30 µM; IC50 in µM for titrated hits. 0.38% of 220,000 active. recombinant M17LAP, H-Leu-NHMec fluorogenic kinetic assay; higher % means a stronger effect;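 active = compound inhibiting the enzyme by more than half at any dose during confirmatory dose-response retesting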;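 also: plate controls were full reaction with DMSO carrier for no effect and no enzyme background for full effect; strong numbers were not always called active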
# M1AAP inhibition – malaria alanyl aminopeptidase activity blockers – biochemical, fluorogenic H-Leu-NHMec substrate, 1536-well (AID 1445) | recombinant M1AAP, H-Leu-NHMec fluorogenic kinetic assay; higher % means a stronger effect | 0.42% of 220,000 active | inhibition, % at 30 µM; hits with a dose series show IC50 in µM;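 active = primary inhibition above the hit cutoff, then over 50% inhibition at one or more dose response concentrations, cut at about 23% in these data, passing the limit was not always enough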;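 also: plate controls were DMSO full reaction for no effect and no enzyme background for full effect; strong numbers were not always called active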
# SIAH1 antagonists – blockers of Siah-1 interaction with plectin peptide – biochemical, fluorescence polarization, rhodamine-plectin, uHTS, primary screen (AID 1817); one-dose displacement, % at 20 µM; IC50 in µM for titrated hits; 0.02% of 290,000 active; Siah-1 / rhodamine-plectin peptide fluorescence polarization; higher % means a stronger effect;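 active = displacement of at least 50% at 20 µM, with a fluorescence ratio check between 0.3 and a set limit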;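 also: plate controls were Siah plus tracer with DMSO for no effect and tracer alone without Siah for full effect; strong numbers were not always called active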
# Dynein transport cytoplasmic EGFP – further read-out of Dynein transport, marked with its call; z-score; measured here: cytoplasmic GR-EGFP intensity; active compounds read high
# Dynein transport nuclear GR-EGFP – further read-out of Dynein transport, marked with its call; z-score; measured here: nuclear GR-EGFP intensity;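 lower value marks the stronger effect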
# Dynein transport cell count – further read-out of Dynein transport, marked with its call; z-score; measured here: cell count per field
# * hit, by the source's call; · = not tested or not shown. Rule as the data show it, unless noted: active = inhibition above about 50%; inactive = the rest.
AID2073	LYP phosphatase	XIAP displacement	PMI inhibitors	Dynein transport	Dynein transport cytoplasmic EGFP	Dynein transport nuclear GR-EGFP	Dynein transport cell count	human PMI inhibitors	P. falciparum M17LAP	M1AAP inhibition	SIAH1 antagonists	compound
26%	-5%	-5.3%	14%	0.61	-0.24	0.46	1.1	6%	11%	2%	-2%	COc1cccc(OCc2nc3c4cnn(-c5ccccc5)c4ncn3n2)c1
1%	-4%	-2.0%	0%	-0.37	-0.19	0.36	1.5	-2%	1%	11%	5%	C/C(=N\N=C\c1ccccc1)c1nnn(-c2nonc2N)c1C
2%	-6%	-4.7%	0%	-0.56	-0.23	-0.21	-0.084	6%	-6%	3%	-3%	COc1ccc(-c2nc(N)n(C(=O)c3cccs3)n2)cc1
0%	-11%	-1.4%	-8%	-0.27	-0.085	0.06	-0.041	-5%	7%	0%	-1%	COc1ccc(-n2c(SC)nnc2-c2c[nH]c3ccccc23)cc1
8%	-8%	-5.7%	16%	-0.83	-0.2	-0.54	-0.18	20%	-4%	3%	4%	O=C(NCC1CCCO1)c1ccc(COCC(F)(F)C(F)F)cc1 (stereo unspecified)
6%	5%	-5.4%	6%	0.096	-0.12	-0.14	-0.83	6%	11%	4%	3%	COc1ccc(N=C2SC(CC(=O)Nc3ccccc3)C(=O)N2Cc2ccco2)cc1 (stereo unspecified)
-2%	-4%	-8.6%	8%	-0.9	-0.19	-0.14	1.2	4%	5%	1%	4%	Cc1ccc(CNCCC2=CCCCC2)cc1
5%	-2%	-1.3%	6%	-1.3	-0.21	-0.35	0.64	3%	0%	9%	3%	O=C(Nc1ccc2c(c1)OCCO2)C1CCCN1S(=O)(=O)c1cccc2cccnc12 (stereo unspecified)
13%	-15%	-6.3%	5%	-0.44	-0.27	-0.067	0.66	-1%	-11%	3%	3%	COc1ccc(CC(=O)Nc2ccc(-c3cn4ccc(C)cc4n3)cc2)cc1
-5%	-6%	-18%	-4%	0.28	-0.19	0.28	-1.2	-5%	3%	2%	-2%	COCCCNS(=O)(=O)c1ccc(SC)cc1
47%	-2%	-18%	3%	-0.13	-0.11	0.26	-0.28	3%	-1%	-2%	12%	O=P(Cc1cc[n+]([O-])cc1)(c1ccccc1)c1ccccc1
11%	-2%	-6.1%	4%	1.2	-0.071	0.62	0.009	-2%	39%	7%	2%	Cc1ccc(-n2ncc3c(Nc4cccc(C(=O)O)c4)ncnc32)cc1
3%	-4%	-6.3%	-11%	-0.95	-0.23	-0.43	-0.13	-2%	21%	5%	-1%	O=C(COC(=O)COc1ccccc1)NCc1ccccc1
17%	1%	-5.8%	2%	-0.68	1.1	0.33	0.1	-7%	5%	13%	-7%	CCN1C(=S)SC(=O)C1=C1C=C(C)N(Cc2ccco2)C(C)=C1
4%	-6%	-4.9%	5%	-0.77	0.25	-0.072	0.61	1%	-7%	-5%	1%	CC(=O)NC1(c2ccccc2)CCN(C(=O)N2CCOCC2)CC1
5%	-3%	·	·	1.9	-0.14	1.3	-2.1	·	4%	6%	0%	CC(=O)NC(CC(=O)O)c1ccc([N+](=O)[O-])cc1 (stereo unspecified)
10%	-7%	-6.5%	3%	-0.22	-0.2	0.3	-0.62	0%	-1%	-1%	-4%	COC(=O)c1c(C)oc2ccc(OC(=O)c3cccs3)cc12
30%	-7%	-10%	2%	-0.22	-0.37	-0.015	0.82	3%	-1%	11%	-5%	O=S(=O)(NCC1CCCO1)c1cc(Cl)ccc1Cl (stereo unspecified)
-2%	-1%	·	·	0.44	-0.27	-0.2	0.64	·	3%	-2%	4%	CC1(N(O)/C=C2\C=CC=CC2=O)CCCCC1=O (stereo unspecified)
-4%	-10%	-0.4%	-3%	-0.34	-0.26	0.14	0.11	-3%	3%	0%	2%	Cc1ccccc1N1CCN(Cc2cccc(C(=O)O)c2)CC1
-11%	2%	39%	2%	0.076	-0.26	-0.084	-0.38	4%	-3%	1%	23%	Cc1cccc2cc(CN(C(=O)c3cccs3)c3ccccc3)c(=O)[nH]c12
-2%	-7%	-2.2%	12%	1.9	-0.19	1.6	-2.3	10%	7%	0%	5%	Cc1cc(NC(=O)CCc2ccccc2)c([N+](=O)[O-])cc1C
8%	-1%	-4.7%	2%	0.33	-0.014	0.37	-0.77	10%	-15%	8%	6%	Cc1cc(N2CCN(C(=O)c3ccco3)CC2)n2ncc(-c3ccccc3)c2n1
3%	4%	-21%	7%	0.2	-0.3	0.11	-0.39	7%	-5%	-2%	0%	COc1ccccc1CNC(=O)C1(C)Oc2cccnc2NC1=O (stereo unspecified)
4%	-2%	-4.9%	-7%	-0.7	-0.26	-0.31	0.2	-7%	19%	8%	4%	O=C(CCCOc1ccccc1)Nc1cccnc1

# Of the compounds above, two contain an aryl thioether with sulfur outside any ring.
AID2073	LYP phosphatase	XIAP displacement	PMI inhibitors	Dynein transport	Dynein transport cytoplasmic EGFP	Dynein transport nuclear GR-EGFP	Dynein transport cell count	human PMI inhibitors	P. falciparum M17LAP	M1AAP inhibition	SIAH1 antagonists	compound
0%	-11%	-1.4%	-8%	-0.27	-0.085	0.06	-0.041	-5%	7%	0%	-1%	COc1ccc(-n2c(SC)nnc2-c2c[nH]c3ccccc23)cc1
-5%	-6%	-18%	-4%	0.28	-0.19	0.28	-1.2	-5%	3%	2%	-2%	COCCCNS(=O)(=O)c1ccc(SC)cc1

# Remaining list, next part
AID2073	LYP phosphatase	XIAP displacement	PMI inhibitors	Dynein transport	Dynein transport cytoplasmic EGFP	Dynein transport nuclear GR-EGFP	Dynein transport cell count	human PMI inhibitors	P. falciparum M17LAP	M1AAP inhibition	SIAH1 antagonists	compound
16%	-2%	-7.7%	0%	0.65	-0.2	0.011	0.22	6%	-4%	7%	17%	COc1cc2c(cc1OC)/C(=C/C#N)NC(C)(C)C2
-1%	-4%	·	·	-0.053	-0.026	0.5	-0.5	·	3%	0%	-1%	O=C(CCn1c(=S)oc2ccccc21)NC1CCCCC1
-2%	-4%	·	·	0.6	-0.27	0.042	0.25	·	3%	5%	1%	CC(=O)Nc1ccc(O)cc1[N+](=O)[O-]
0%	-5%	-4.0%	-3%	-1.3	-0.31	-0.44	0.5	-1%	-6%	5%	-4%	CCN1CCN(c2oc(COc3ccc(-c4ccccc4)cc3)nc2C#N)CC1
-15%	4%	1.2%	9%	-0.47	-0.39	0.14	0.3	6%	-1%	5%	0%	CC(C)(C)C(=O)COC(=O)c1cc(-c2ccncc2)nc2ccccc12
-2%	1%	-4.4%	27%	-0.64	-0.26	-0.096	-0.25	27%	6.6µM*	0%	-5%	CCOC(=O)c1oc2c(O)c(O)ccc2c(=O)c1-c1nncn1-c1ccccc1
7%	-5%	·	·	2.2	-0.23	1.6	-1.5	·	-2%	1%	-1%	COc1cc(NC2c3ccccc3C(=O)N2Cc2ccccc2)cc(OC)c1OC (stereo unspecified)
11%	-8%	-3.0%	7%	-0.99	-0.2	-0.36	0.5	7%	3%	9%	0%	O=C(CN(C(=O)CCC(=O)Nc1nccs1)c1ccc(F)cc1)NCC1CCCO1 (stereo unspecified)
-14%	-5%	-5.8%	7%	0.82	-0.092	0.59	-0.31	8%	5%	2%	1%	CC(C)N(c1ccccc1)c1ccc(NC(=S)NCCN(C)C)cc1
1%	-5%	·	·	-0.37	-0.27	-0.58	0.17	·	-2%	3%	7%	COc1cc(C2C(C#N)=C(N)OC3=C2C(=O)CC(C)(C)C3)ccc1OCCN1CCOCC1 (stereo unspecified)
22%	-9%	-11%	-2%	-1	-0.22	-0.49	1.6	4%	-1%	-4%	8%	CCN1C(=O)CC(N2CCN(c3ccc(Cl)cc3)CC2)C1=O (stereo unspecified)
46%	-8%	-10%	6%	-3.7	1.2	-1.9	-4.2	-6%	-9%	2%	1%	O=C1CC(Sc2nnnn2-c2ccccc2)C(=O)N1c1cccc(Cl)c1 (stereo unspecified)
-15%	-6%	4.3%	-18%	-0.3	-0.27	-0.17	-0.4	26%	7%	5%	0%	Cc1[nH]c2ccccc2c1/C=N/Nc1nncn1N
-9%	5%	-1.4%	2%	-0.74	-0.15	-0.48	-0.35	2%	5%	5%	2%	CC(=O)N(C)c1ccc(NC(=S)Nc2ccccc2)cc1
-6%	-2%	-4.0%	-3%	-0.57	-0.31	0.071	1	8%	-2%	2%	-4%	CN(C(=O)c1coc(=O)c2ccccc12)c1ccccc1Cl
23%	1%	·	·	-0.63	-0.25	0.088	0.66	·	9%	3%	6%	Cc1csc2sc(-c3ccnc(SCC(=O)NCc4ccccc4)n3)c(C)c12
2%	-2%	-2.8%	6%	-1.4	0.12	-0.12	0.42	4%	-1%	5%	2%	Cc1cc2c(cc1C)/C(=C\C(N)=O)NC(C)(C)C2
-3%	4%	-2.2%	14%	-0.38	-0.25	-0.11	0.12	37%	5%	7%	0%	CCCCOc1ccc(N=Cc2cccs2)cc1
-1%	-2%	-10%	15%	-0.43	-0.23	-0.42	0.2	11%	7%	-1%	3%	CC(OC(=O)c1cc2sccc2n1C)C(=O)NCc1ccc(F)cc1 (stereo unspecified)
-2%	-2%	-3.1%	-8%	0.56	-0.22	0.3	0.39	-14%	-9%	6%	2%	CCOCC(=O)Nc1nnc(Cc2ccc(OC)cc2)s1
1%	0%	0.9%	-5%	-0.51	-0.23	-0.64	0.28	-3%	10%	4%	4%	O=C1CCCC2=C1C(c1ccsc1)CC(=O)N2c1ccccc1F (stereo unspecified)
12%	-4%	-7.7%	3%	-0.39	-0.25	-0.29	0.78	4%	4%	0%	0%	CC(C)(C)C1CCc2onc(C(=O)Nc3cnn(Cc4ccc(F)cc4)c3)c2C1 (stereo unspecified)
3%	-4%	-5.7%	2%	-1.3	-0.11	-0.38	0.45	-5%	5%	10%	-4%	CCCNS(=O)(=O)c1ccc(CCC(=O)N2CCN(c3ccc(OC)cc3)CC2)cc1
4%	-11%	·	·	0.62	-0.23	0.16	-0.042	·	-1%	-1%	3%	CSC1=NCCCN1C(=O)c1c(-c2ccccc2Cl)noc1C
2%	4%	-4.3%	5%	-0.64	-0.23	-0.36	0.49	4%	7%	-4%	9%	CC(=O)Nc1ccc(NS(=O)(=O)c2cn(C)c(=O)n(C)c2=O)cc1
0%	-12%	-0.5%	-2%	-0.67	-0.2	-0.48	-0.23	54%*	8%	3%	9%	COc1ccc(N2CC(NC(=O)NC(C)(C)C)CC2=O)cc1 (stereo unspecified)

# Looked up above:
# In LYP phosphatase, CC(OC(=O)c1cc2sccc2n1C)C(=O)NCc1ccc(F)cc1 (stereo unspecified) has -2%
# In M1AAP inhibition, COc1ccc(N2CC(NC(=O)NC(C)(C)C)CC2=O)cc1 (stereo unspecified) has 3%
# In P. falciparum M17LAP, CSC1=NCCCN1C(=O)c1c(-c2ccccc2Cl)noc1C has -1%
